KDM4C inh: inhibitors of GASC-1 (KDM4C) histone demethylase, primary screen, biochemical, single concentration HTS; Lysine-specific demethylase 4C (Homo sapiens), Q9H3R0; GST-KDM4C 2-372, H3K9me3 peptide, LANCE TR-FRET; inhibition, % at 12.5 µM; 0.15% of 96,000 active; AID 720574, 2013;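 active = mean replicate inhibition above about 25%, with at least 55% of replicates also reaching it, limit read from the data, passing the limit was not always enough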
Target sequence (Q9H3R0 2-372 limits assumed): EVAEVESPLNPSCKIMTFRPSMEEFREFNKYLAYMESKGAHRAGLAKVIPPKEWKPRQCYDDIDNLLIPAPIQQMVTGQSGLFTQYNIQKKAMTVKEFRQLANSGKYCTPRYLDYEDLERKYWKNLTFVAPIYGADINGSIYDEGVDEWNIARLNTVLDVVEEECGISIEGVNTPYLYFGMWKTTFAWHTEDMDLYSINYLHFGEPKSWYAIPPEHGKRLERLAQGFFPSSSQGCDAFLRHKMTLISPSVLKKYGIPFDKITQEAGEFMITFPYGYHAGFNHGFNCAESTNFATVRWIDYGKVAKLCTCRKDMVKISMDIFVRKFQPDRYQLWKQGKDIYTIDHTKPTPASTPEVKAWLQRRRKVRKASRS
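System: N-terminal GST-fused human GASC-1 (KDM4C) fragment, residues 2-372; amount: enzyme final amount 10 nM; incubation: reaction 30 min RT, detection step 1 h RT; medium: HEPES buffer, pH 7.5, plus ascorbate; technique: LANCE TR-FRET, Eu antibody, ULight-streptavidin, EDTA, ex 340 nm, em 618/671 nm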
T cruzi growth: T. cruzi intracellular proliferation inhibitors, primary screen, cell-based, beta-gal Tulahuen parasites, NIH3T3 host, luminescence | T. cruzi beta-gal in NIH3T3, GalScreen luminescence, 90 h | inhibition, % at 8.34 µM | 5.9% of 77,000 active;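 active = mean inhibition above about 93%, with at least 55% of replicates each passing it, limit read from the data, passing the limit was not always enough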
Pf Dd2 inh: P. falciparum Dd2 growth inhibitors, primary screen, SYBR Green fluorescence, single dose replicates; 72 h; stronger effect = lower value; activity change, % at 10 µM; 2.3% of 94,000 active; AID 1159554, 2015; in the data active = activity change below about -80%
C diff HTS: C. difficile growth inhibitors, primary screen, HTS | 0.25% of 86,000 active | AID 1259249, 2017 | growth activity, negative = inhibition, % at 16 µg/mL (by protocol) | Clostridium difficile clinical isolate growth, OD600, 24 h; stronger effect = lower value;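 active = mean growth activity at or below -80% and every replicate also at or below -80%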;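 note: 0% = DMSO wells and -100% = levofloxacin 16 µg/mL wells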
The depositor's hits bear a star; · = no result given; & = joins results of further samples.

compound	KDM4C inh	T cruzi growth	Pf Dd2 inh	C diff HTS
C[C@@H]1CCCCO[C@@H](CN(C)S(=O)(=O)c2cccs2)[C@H](C)CN([C@@H](C)CO)C(=O)c2cc(NC(=O)Nc3ccc(C(F)(F)F)cc3)ccc2O1	1.5	99.7*	-52.1	-3.2
COCCNC(=O)C[C@@H]1CC[C@@H]2[C@H](COC[C@H](O)CN2S(=O)(=O)c2ccccc2C)O1	4.8	-35.1	0.9	·
COc1cccc(S(=O)(=O)N(C)C[C@H]2Oc3ncc(C#CCN(C)C)cc3C(=O)N([C@H](C)CO)C[C@@H]2C)c1	-0.9	64.9	-48.9	0.1
C[C@H]1CN([C@@H](C)CO)C(=O)c2cc(C#Cc3cccnc3)cnc2O[C@@H]1CN(C)C(=O)CC1CC1	-1.4	38.9	-16.2	-0.6
O=C(NCCN1CCCCC1)[C@@H]1[C@@H](CO)[C@@H]2Cn3c(cccc3=O)[C@H]1N2C(=O)C1CC1	0.7	37.5	4.5	2.8
CN1C(=O)c2cc(NC(=O)Nc3ccccc3F)ccc2OC[C@H]2O[C@@H](CC(=O)NCc3ccc(-c4ccccc4)cc3)CC[C@H]21	-0.3	94.7	-9.6	1.0
N#C[C@H]1[C@H](c2ccccc2C2=CCCCC2)[C@@H](CO)N1C(=O)NC1CCCCC1	-0.1	·	-19.4	-2.5
Cc1ccc(S(=O)(=O)N(C)C[C@@H]2OCCCC[C@@H](C)Oc3ccc(NC(=O)Nc4c(C)noc4C)cc3C(=O)N([C@@H](C)CO)C[C@H]2C)cc1	-0.4	-22.3	-31.4	3.1
CO[C@H]1CN(C)C(=O)c2ccc(NS(=O)(=O)c3cccc(F)c3)cc2OC[C@@H](C)N(C(=O)Cc2cccnc2)C[C@H]1C	2.0	·	-30.3	·
COc1ccc(S(=O)(=O)Nc2cccc3c2O[C@@H](CN(C)C(=O)NC2CCCCC2)[C@@H](C)CN([C@@H](C)CO)C3=O)cc1	0.5	108.5	-5.7	-3.2
COc1ccc(S(=O)(=O)N[C@@H]2CC[C@H](CCn3cc(C(C)C)nn3)O[C@H]2CO)cc1	1.0	-15.6	-8.2	·
COc1cccc(S(=O)(=O)N(C)C[C@@H]2Oc3cc(C4=CCCC4)ccc3S(=O)(=O)N([C@@H](C)CO)C[C@H]2C)c1	-1.0	70.8	-78.3	3.9

(next part)
compound	KDM4C inh	T cruzi growth	Pf Dd2 inh	C diff HTS
CCCNC(=O)N1[C@@H](C#N)[C@H](c2ccc(C3=CCCCC3)cc2)[C@@H]1CO	2.1	103.5*	-67.3	-22.3
O=C(O)C[C@H]1C[C@@H]2c3cc(NC(=O)C4CCOCC4)ccc3O[C@@H]2[C@H](CO)O1	-1.9	·	-2.6	8.3
COC(=O)C[C@@H]1CC[C@H]2[C@@H](COc3ccc(NC(=O)Nc4cccc(C)c4)cc3C(=O)N2C)O1	0.1	-1.9	-5.2	-2.8
O=C(NCC[C@@H]1CC[C@H](NS(=O)(=O)Cc2ccccc2)[C@@H](CO)O1)C1CCOCC1	3.1	-26.5	11.5	-4.4
C[C@@H]1CN([C@H](C)CO)C(=O)c2cc(NS(=O)(=O)c3cccs3)ccc2O[C@@H]1CN(C)Cc1ccc(C(F)(F)F)cc1	0.3	27.3	7.0	-1.2
COc1ccc(NC(=O)N(C)C[C@H]2OCCCC[C@H](C)Oc3ccc(NC(=O)NC4CCCCC4)cc3C(=O)N([C@H](C)CO)C[C@H]2C)cc1	0.0	·	-45.3	-7.7
Cc1ccccc1NC(=O)Nc1ccc2c(c1)C(=O)N(C)[C@@H]1CC[C@@H](CC(=O)NCC3CC3)O[C@@H]1CO2	3.4	5.2	18.1	1.7
C[C@@H]1CCCCO[C@@H](CN(C)C(=O)c2ccccc2)[C@@H](C)CN([C@H](C)CO)C(=O)c2cc(NC(=O)Nc3ccc(F)cc3)ccc2O1	-0.5	34.5	17.3	18.5
COc1ccccc1-c1cn(CC[C@H]2CC[C@H](NC(=O)C3CCC3)[C@@H](CO)O2)nn1	-1.0	·	9.4	-1.1
C[C@H](CO)N1C[C@H](C)[C@H](CN(C)C(=O)Nc2ccccc2)Oc2ncc(C#Cc3cccc(F)c3)cc2C1=O	-0.2	35.3	-55.8	24.9
CCC(=O)N(C)C[C@H]1Oc2ncc(C#CC3(O)CCCC3)cc2C(=O)N([C@@H](C)CO)C[C@@H]1C	1.2	13.3	55.7	1.1
C[C@@H]1CN([C@@H](C)CO)C(=O)c2cccc(N(C)C)c2O[C@@H]1CN(C)Cc1ccncc1	-1.1	9.9	7.1	-3.1

(continued)
compound	KDM4C inh	T cruzi growth	Pf Dd2 inh	C diff HTS
C[C@@H]1CN([C@H](C)CO)C(=O)c2cc(NS(=O)(=O)c3ccccc3)ccc2O[C@@H]1CN(C)Cc1ccc(-c2ccccc2)cc1	1.3	67.8	23.7	21.2
O=C(C[C@H]1C[C@@H]2c3cc(NS(=O)(=O)c4ccc(F)cc4)ccc3O[C@@H]2[C@H](CO)O1)NCc1cc(F)ccc1F	-1.2	51.8	-39.8	-4.2
CC(=O)N1C[C@H]2[C@@H](c3ccccc31)[C@@H](CO)N2C(=O)CC1CC1	0.1	13.2	1.7	-4.8
C[C@H]1CN([C@@H](C)CO)C(=O)c2cccc(NS(=O)(=O)c3cccs3)c2O[C@H]1CN(C)Cc1ccc(Oc2ccccc2)cc1	1.0	18.4	-32.3	·
COc1ccc2c3c([nH]c2c1)[C@H](CO)N(C(=O)NC(C)C)CC31CCN(C(=O)C2CCCCC2)CC1	-1.9	·	-29.5	-6.9
CN(C)CC(=O)Nc1ccc2c(c1)[C@@H]1C[C@H](CC(=O)NCCc3ccccc3)O[C@H](CO)[C@@H]1O2	1.3	·	7.4	0.0
CC(=O)NC[C@H]1[C@H](c2ccccc2)[C@@H](CO)N1C(=O)Cc1cccnc1	3.9	22.0	2.2	0.5
C/C=C/c1ccc([C@H]2[C@@H](CO)N(Cc3cncnc3)C23CN(C(=O)COC)C3)cc1	-1.7	·	-2.4	-5.0
C[C@@H]1CN([C@@H](C)CO)C(=O)c2cc(NC(=O)Nc3cccc4ccccc34)ccc2O[C@@H](C)CCCCO[C@H]1CN(C)C(=O)Cc1ccccc1	-2.4	57.0	-40.3	-1.1
CNC(=O)C[C@H]1CC[C@H]2[C@@H](COC[C@H](O)CN2C(=O)Nc2cccc(OC)c2)O1	-0.4	-13.4	10.1	·
C[C@@H]1CN([C@@H](C)CO)C(=O)c2cc(NC(=O)Cc3ccccc3)ccc2O[C@@H]1CN(C)CC1CCCCC1	-0.9	-0.3	-11.1	6.1
C[C@@H]1CN([C@@H](C)CO)C(=O)c2cc(NC(=O)Nc3ccc4c(c3)OCO4)ccc2O[C@@H]1CN(C)Cc1ccc(C(F)(F)F)cc1	·	95.0	13.7	11.0

An excerpt from above, reduced to KDM4C inh, T cruzi growth and Pf Dd2 inh:
Molecule	KDM4C inh	T cruzi growth	Pf Dd2 inh
O=C(C[C@H]1C[C@@H]2c3cc(NS(=O)(=O)c4ccc(F)cc4)ccc3O[C@@H]2[C@H](CO)O1)NCc1cc(F)ccc1F	-1.2	51.8	-39.8
CC(=O)N1C[C@H]2[C@@H](c3ccccc31)[C@@H](CO)N2C(=O)CC1CC1	0.1	13.2	1.7
C[C@H]1CN([C@@H](C)CO)C(=O)c2cccc(NS(=O)(=O)c3cccs3)c2O[C@H]1CN(C)Cc1ccc(Oc2ccccc2)cc1	1.0	18.4	-32.3

Later entries.
compound	KDM4C inh	T cruzi growth	Pf Dd2 inh	C diff HTS
COCC#Cc1ccc2c(c1)O[C@@H](CN(C)C(=O)C1CCOCC1)[C@@H](C)CN([C@@H](C)CO)S2(=O)=O	0.0	16.2	-8.0	2.4
O=C(NC1CCCC1)N1CCCCN2[C@H](CO)[C@H](c3ccc(-c4ccccc4)cc3)[C@H]2C1	-0.8	104.0*	-19.7	2.8
C[C@H]1CN([C@@H](C)CO)S(=O)(=O)c2ccc(-c3ccccc3)cc2O[C@@H]1CN(C)Cc1cccc(F)c1	-2.9	119.5*	-73.3	30.1
COc1ccc2c3c([nH]c2c1)[C@@H](CO)N(C(=O)C1CC1)CC31CN(Cc2cccc(F)c2)C1	1.3	·	-25.7	0.5
C/C=C/c1ccc2c(c1)O[C@H](CN(C)C)[C@@H](C)CN([C@@H](C)CO)S2(=O)=O	-1.2	·	-10.8	0.5
CC(C)NC(=O)N1C[C@@H]2[C@H](c3ccccc31)[C@H](CO)N2C(=O)C1CCCC1	-1.0	12.4	-15.4	-9.1
Cc1noc(C)c1NC(=O)N(C)C[C@@H]1OCCCC[C@H](C)Oc2ccc(NS(C)(=O)=O)cc2C(=O)N([C@@H](C)CO)C[C@H]1C	1.3	32.3	21.4	6.3
COc1ccc(NC(=O)N(C)C[C@@H]2Oc3ccc(NC(=O)NC(C)C)cc3C(=O)N([C@H](C)CO)C[C@H]2C)cc1	2.1	·	10.5	-2.4
COc1ccc(S(=O)(=O)N(C)C[C@@H]2Oc3ccc(NC(=O)C4CCCCC4)cc3C(=O)N([C@H](C)CO)C[C@@H]2C)cc1	-0.6	16.7	-11.0	-2.2
C[C@H]1CN([C@@H](C)CO)C(=O)c2cc(C#CCc3ccccc3)cnc2O[C@@H]1CN(C)C(=O)C1CCOCC1	5.3	·	-19.1	-0.8
COc1ccc(NC(=O)Nc2ccc3c(c2)CC(=O)N([C@@H](C)CO)C[C@@H](C)[C@@H](CN(C)S(=O)(=O)c2c(C)noc2C)O3)cc1	-3.0	-19.4	19.9	-3.2
Cc1ccc(S(=O)(=O)N(C)C[C@H]2OCc3ccccc3-c3c(n(C)c4ccccc34)C(=O)N([C@@H](C)CO)C[C@@H]2C)cc1	-3.6	54.7	-91.7*	·

Carrying on.
compound	KDM4C inh	T cruzi growth	Pf Dd2 inh	C diff HTS
C[C@H](CO)N1C[C@H](C)[C@H](CN(C)S(=O)(=O)c2ccccc2)Oc2ccc(NC(=O)Nc3ccc(C(F)(F)F)cc3)cc2CC1=O	-2.3	·	-45.2	-0.8
O=C(N[C@H]1CC[C@H](CCn2cc(C3(O)CCCC3)nn2)O[C@H]1CO)C1CCCC1	0.9	·	12.2	-0.1
C[C@@H]1CN([C@@H](C)CO)C(=O)c2cc(NS(C)(=O)=O)ccc2O[C@@H]1CN(C)Cc1ccc(C(=O)O)cc1	-0.9	-179.2	20.5	·
COc1cccc(-c2ccc([C@@H]3[C@H](CO)N4CCCCN(Cc5cncnc5)C[C@@H]34)cc2)c1	0.0	-17.9	-4.7	-7.9
O=C(C[C@@H]1CC[C@H]2[C@@H](COC[C@@H](O)CN2S(=O)(=O)c2cccc(Cl)c2)O1)Nc1ccc(-c2ccccc2)cc1	-0.3	110.0*	-3.3	-8.1
CO[C@H]1CN(C)C(=O)c2ccc(NC(=O)NC(C)C)cc2OC[C@H](C)N(Cc2ccc(-c3ccccn3)cc2)C[C@@H]1C	0.3	·	-44.0	6.7
Cc1noc(C)c1S(=O)(=O)Nc1ccc2c(c1)C(=O)N([C@@H](C)CO)C[C@@H](C)[C@H](CN(C)C)OCCCC[C@@H](C)O2	0.7	-42.2	-15.9	-5.8
COc1cccc(S(=O)(=O)Nc2ccc3c(c2)[C@H]2C[C@H](CC(=O)NCCc4ccccc4)O[C@H](CO)[C@H]2O3)c1	-0.7	25.8	-13.3	·
COc1cccc(-c2ccc(C3[C@@H]4CN(Cc5cccc(F)c5)C[C@H]3N4)cc2)c1 (some centres not stated)	2.9&-4.9	·	-65.8&-65.4	-98.5*
Cc1ccccc1-c1ccc([C@H]2[C@H](CO)N3CCCCN(C(=O)CN4CCOCC4)C[C@@H]23)cc1	-0.8	101.5*	-3.5	-9.2
C[C@@H]1CCCCO[C@@H](CN(C)S(=O)(=O)c2cccs2)[C@@H](C)CN([C@H](C)CO)C(=O)c2cc(NC(=O)C3CCCCC3)ccc2O1	0.4	6.2	-44.7	4.3
COc1ccc2c3c([nH]c2c1)[C@H](CO)N(C(=O)c1ccccc1)CC31CN(S(=O)(=O)c2cccs2)C1	0.0	·	-63.2	-7.6

Going on with the list.
compound	KDM4C inh	T cruzi growth	Pf Dd2 inh	C diff HTS
CN(C)C(=O)C[C@H]1C=C[C@@H](NC(=O)c2ccc(F)cc2)[C@@H](CO)O1	·	-55.8	14.6	2.7
C[C@H](O)C#Cc1cnc2c(c1)C(=O)N([C@@H](C)CO)C[C@@H](C)[C@H](CN(C)Cc1cccc(F)c1)O2	1.8	24.5	-1.8	-1.3
O=C(N[C@@H]1CC[C@H](CCNS(=O)(=O)c2ccccc2)O[C@H]1CO)c1cnccn1	0.2	-11.7	-12.5	-2.7
N#C[C@H]1[C@@H](c2ccc(C#CC3CCCCC3)cc2)[C@H](CO)N1C(=O)Cc1ccccn1	-0.9	99.8*	-34.4	16.8
Cc1cc(C(=O)Nc2cccc3c2O[C@@H](CN(C)C(=O)Nc2c(C)noc2C)[C@@H](C)CN([C@@H](C)CO)C3=O)n(C)n1	0.4	-33.8	76.7	·
Cc1ccc(-c2ccc3c(c2)O[C@H](CN(C)C(=O)Nc2ccc(C(F)(F)F)cc2)[C@H](C)CN([C@H](C)CO)S3(=O)=O)cc1	0.2	73.1	-49.7	2.3
